Dengue-2 NS5 capping: Dengue-2 NS5 methyltransferase inhibitors, primary screen, biochemical, confirmation dose response (AID 588689) | Genome polyprotein (Dengue virus type 2 (strain 16681-PDK53)) | Dengue-2 NS5 methyltransferase capping enzyme assay, biochemical; higher % means a stronger effect | inhibition, % at 25 µM, or IC50 in µM where a hit was titrated | hit rate 0.3% among 340,000; in the data active = a potency from the dose series; inconclusive = inhibition above about 29% without an active follow-up result
GPR35 arrestin U2OS: GPR35 antagonists blocking zaprinast-driven arrestin recruitment, primary screen, imaging, U2OS, beta-arrestin-GFP, zaprinast agonist (AID 2058). U2OS GPR35 beta-arrestin-GFP translocation imaging, zaprinast antagonism; higher % means a stronger effect. inhibition, % at 10 µM; hits with a dose series show IC50 in µM. G-protein coupled receptor 35 (Homo sapiens). hit rate 0.052% among 290,000;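 active = inhibition of at least 50% with at least 30 cells and total cytoplasm GFP at most 10,000,000; inconclusive = under 30 cells or total GFP of 10,000,000 plus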
GPR55 LPI antagonism: GPR55 antagonists blocking LPI-driven arrestin recruitment, primary screen, imaging, U2OS, beta-arrestin-GFP, LPI agonist (AID 2013). hit rate 0.13% among 290,000. one-dose inhibition, % at 10 µM; IC50 in µM for titrated hits. U2OS GPR55 beta-arrestin-GFP translocation imaging, LPI antagonism; higher % means a stronger effect;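 active = spots per cell inhibited over 60%, with over 100 cells counted and total cytoplasm intensity under 500,000; inconclusive = wells with under 100 cells, flagged as likely toxic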;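 note: U2OS cells stably carrying GPR55 and arrestin-GFP stimulated by 5 µM LPI near EC80; imaged beta-arrestin-GFP aggregate spots per cell after agonist stimulation; plate controls were LPI-stimulated DMSO wells for no effect and DMSO wells without LPI for full effect; some results filed as inactive read as strong as hits; confirmed hits need IC50 under 10 µM and bright autofluorescent wells are also inconclusive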
AID2073: inhibitors of Mint1-CaV2.2 protein interaction, biochemical, HTRF (AID 2073); inhibition, % at 20 µM; hits with a dose series show IC50 in µM; hit rate 0.19% among 290,000; HTRF protein-protein interaction, Mint1-CaV2.2; higher % means a stronger effect; in the data active = inhibition mostly above about 51%, no sharp cut-off; inconclusive = no clear call, values can overlap the other calls; inactive = mostly below about 53%; note: some results filed as inactive read as strong as hits
UTI89 phage lysis: inhibition of K1F phage lysis, E. coli UTI89, bacterial capsule biogenesis inhibitors, alamar blue (AID 488966). E. coli UTI89 K1F phage lysis, alamar blue, 2 h; higher % means a stronger effect. hit rate 0.02% among 340,000. inhibition, % at 100 µM, or IC50 in µM where a hit was titrated;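 active = phage lysis inhibition, versus mean bacterial control, above a set limit; inconclusive = no clear call, values can overlap the other calls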;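 note: capsule biogenesis inhibitors block K1F phage lysis so surviving cells raise fluorescence; higher fluorescence means more inhibition of phage lysis; actives were called in the ten point dose series up to 300 µM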
HIV fusion peptide: inhibitors of HIV fusion peptide binding, primary screen, biochemical, uHTS, fluorescence dequenching (AID 1986); cell-free peptide binding, fluorescence dequenching, 30 min; higher % means a stronger effect; hit rate 0.3% among 290,000; inhibition, % at 20 µM; hits with a dose series show IC50 in µM; in the data active = inhibition mostly above about 52%, no sharp cut-off; inactive = mostly below about 76%; note: some results filed as inactive read as strong as hits
NTR1 agonist: agonists of NTR1, primary screen, imaging, U2OS cells, beta-arrestin-GFP, high content (AID 493036). Neurotensin receptor type 1 (Homo sapiens), P30989. NTR1-U2OS beta-arrestin-GFP spot imaging, agonist mode. activation, % at 20 µM. hit rate 0.17% among 330,000;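 active = activation at or above 40% of the spot to cytoplasm intensity ratio, with at least 20 cells analyzed; inconclusive = wells under 20 cells, flagged as cytotoxic or low count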;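 note: 0% = DMSO without peptide and 100% = 100 nM NTR1 peptide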
Target sequence (P30989 whole entry, looked up): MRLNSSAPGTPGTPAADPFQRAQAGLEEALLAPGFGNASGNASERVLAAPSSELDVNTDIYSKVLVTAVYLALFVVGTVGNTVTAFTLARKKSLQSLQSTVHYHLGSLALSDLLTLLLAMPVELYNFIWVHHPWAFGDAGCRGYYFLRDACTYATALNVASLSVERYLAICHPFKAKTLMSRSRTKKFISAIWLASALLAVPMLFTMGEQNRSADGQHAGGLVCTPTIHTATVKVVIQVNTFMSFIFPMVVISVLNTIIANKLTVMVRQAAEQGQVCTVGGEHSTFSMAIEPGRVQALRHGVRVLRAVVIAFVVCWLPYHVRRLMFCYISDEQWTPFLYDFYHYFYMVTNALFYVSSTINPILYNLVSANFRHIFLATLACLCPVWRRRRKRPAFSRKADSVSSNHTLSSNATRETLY
GPR55 activation: GPR55 agonists via beta-arrestin recruitment, primary screen, imaging, U2OS cells, beta-arrestin-GFP redistribution (AID 1961). G-protein coupled receptor 55 (Homo sapiens). U2OS GPR55 beta-arrestin-GFP redistribution imaging; higher % means a stronger effect. activation, % at 10 µM, or EC50 in µM where a hit was titrated. hit rate 0.048% among 290,000;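 active = activation above 40% with more than 50 cells counted in the well; inconclusive = wells holding fewer than 50 cells, flagged as toxic or sparse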;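 note: U2OS osteosarcoma cells stably expressing GPR55 and beta-arrestin-GFP; plate controls were DMSO negative control for no effect and LPI positive control for full effect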
SIAH1 antagonists: Siah-1 peptide-binding antagonists, primary screen, biochemical, fluorescence polarization, rhodamine-plectin, uHTS (AID 1817) | hit rate 0.02% among 290,000 | one-dose displacement, % at 20 µM; IC50 in µM for titrated hits | Siah-1 / rhodamine-plectin peptide fluorescence polarization; higher % means a stronger effect;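 active = displacement of at least 50% at 20 µM, with a fluorescence ratio check between 0.3 and a set limit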;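 note: plate controls were Siah plus tracer with DMSO for no effect and tracer alone without Siah for full effect; strong numbers were not always called active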
NTR1 agonist cell count 20 µM: second read-out of NTR1 agonist, no call of its own (marks repeat the call); cell count; measured here: cell count, cytotoxicity flag
Dengue-2 NS5 capping pilot replicate: second read-out of Dengue-2 NS5 capping, no call of its own (marks repeat the call); inhibition, %; measured here: pilot screen replicate inhibition
The depositor's hits bear a star; ? = inconclusive; / = no result given; [ ] = another dose, or the depositor's remark. Rows are unselected; any-hit rate near 1.2%.

SMILES	Dengue-2 NS5 capping	GPR35 arrestin U2OS	GPR55 LPI antagonism	AID2073	UTI89 phage lysis	HIV fusion peptide	NTR1 agonist	NTR1 agonist cell count 20 µM	GPR55 activation	SIAH1 antagonists	others
COCCOC(=O)c1[nH]c2c(c1C)C(=O)CC(c1ccc(N(C)C)cc1)C2 (configuration not stated)	/	7.0%	2.6%	0.1%	0.2%	1.8%	0.6	80	-0.1%	-1.4%
Cc1cccc(-n2c(SCC(N)=O)nc3c(c2=O)C2(CCCCC2)Cc2ccccc2-3)c1	0.0%	-12.8%	-1.3%	16.5%	0.4%	1.8%	49.9*	62*	-0.4%	3.6%
Cc1ccc(N=C2C(=O)Nc3ccc(C)c(Br)c32)cc1	-6.5%	-0.8%	-4.4%	-6.8%	2.9%	-2.5%	0.9	90	-0.1%	-3.8%
O=C(c1cccs1)N1CCN(Cc2ccccn2)CC1	-2.2%	2.7%	-8.3%	?	1.3%	1.9%	0.6	64	-0.1%	1.5%
O=C(CN1CCOc2ccccc21)NCc1ccccc1	5.8%	-6.3%	9.4%	-0.8%	4.6%	2.1%	-0.7	74	-0.2%	6.2%
Cc1cccnc1NC(=O)CSc1nnc(CNC(=O)c2cccc([N+](=O)[O-])c2)n1C	0.3%	6.0%	-0.2%	8.4%	0.0%	0.0%	-0.2	72	-0.1%	0.3%
CCOc1cccc2cc(C(=O)Oc3ccc(OC)cc3)c(=O)oc12	10.8%	2.7%	2.8%	-11.2%	0.5%	0.1%	-1.1	64	-0.4%	-0.8%
COc1ccc(-n2c3c(c(=O)[nH]c2=O)C(NC(C)=O)(C(F)(F)F)C(=O)N3)cc1 (configuration not stated)	-7.6%	12.7%	7.2%	7.6%	0.1%	-0.2%	-1.3	56	-0.1%	-7.9%
O=C(CSc1nc(-c2ccccc2)c(-c2ccccc2)o1)Nc1nncs1	-3.4%	2.0%	17.5%	-1.8%	0.3%	1.2%	-1.2	48	-0.1%	-0.2%
CCCOc1ccc(CCN2CCC(=O)NC2=O)cc1C	5.5%	7.3%	3.5%	-6.9%	-0.3%	-4.4%	-0.3	49	-0.1%	2.9%
FC(F)(F)c1ccc(-n2cn[nH]c2=S)cc1	0.8%	4.4%	-1.6%	0.2%	-1.1%	2.0%	-1.1	51	0.2%	8.7%
COc1ccc(C(C)=O)cc1COc1ccccc1[N+](=O)[O-]	-2.3%	8.3%	15.6%	0.6%	-0.2%	-1.7%	0.2	54	-0.2%	-4.6%
O=C(C1CCC1)N1CCc2cc(S(=O)(=O)NCCCN3CCCCC3)ccc21	5.3%	-4.1%	1.2%	8.5%	0.5%	0.5%	-0.2	57	-0.2%	-3.6%
CCOc1ccc(CN(C)CC(=O)c2c(N)n(Cc3ccccc3)c(=O)n(CC)c2=O)cc1OC	-4.2%	4.2%	1.3%	-7.4%	-0.1%	-0.2%	-0.3	54	-0.2%	4.2%
ONC(=Nc1ccccc1)c1ccc(Cl)cc1	0.0%	5.6%	19.2%	3.0%	0.0%	-2.4%	-0.6	75	0.3%	4.6%	Dengue-2 NS5 capping pilot replicate=-0.9
Cc1nc2sc(C(N)=O)c(N)c2c2c1CCCC2	-6.9%	-3.9%	-1.4%	0.3%	0.1%	-0.6%	0.9	65	-0.3%	-3.4%
CCOC(=O)C(C)(C)Sc1nc2c(cnn2-c2ccc(C)cc2)c(=O)[nH]1	6.5%	-15.0%	2.1%	18.9%	0.4%	5.0%	-0.1	99	0.3%	-2.3%
CCc1nc2scc(-c3cccs3)c2c(=O)o1	0.0%	19.2%	7.0%	-8.2%	4.0%	9.6%	-0.3	47	-0.2%	-3.5%
Cc1csc2ncnc(NCCc3ccccn3)c12	-2.7%	-11.0%	-9.9%	37.1%	0.1%	-0.5%	2.0	79	0.1%	2.9%
COCC(=O)Nc1nnc(COc2ccc(Cl)cc2)s1	4.3%	-4.7%	-15.4%	7.9%	1.0%	1.1%	1.2	45	-0.4%	-0.4%
CCOc1ccc(-n2cnc3sc(C)c(C)c3c2=O)cc1	-2.3%	-1.0%	8.4%	6.5%	-0.1%	0.3%	-0.1	71	-0.1%	27.1%
Clc1cccc(-c2nn3c(COc4ccccc4)nnc3s2)c1	/	7.1%	-1.9%	-0.1%	/	1.1%	/	/	-0.2%	1.2%
NS(=O)(=O)c1ccc(NC(=O)Nc2cccc(Cl)c2)cc1	-8.8%	-6.0%	-7.8%	-4.4%	-0.7%	0.3%	2.1	43	-0.2%	-0.1%
CCOc1nc(-c2ccccc2)ccc1-c1noc(COC)n1	2.5%	-25.7%	5.4%	12.1%	0.4%	-0.4%	5.5	66	0.1%	-0.8%
COC(=O)c1sc(NC(=O)c2ccc(C)o2)nc1C	-2.2%	14.8%	2.5%	8.8%	-5.1%	-2.2%	-0.8	45	-0.2%	2.8%
Cc1ccc(NC(=O)C2CCC(=O)N2)cc1C (configuration not stated)	2.4%	-10.9%	0.2%	5.6%	-1.2%	2.0%	-2.7	84	0.5%	-2.8%
COc1ccc(/C=N/NC(=O)CN(C)C(=O)OCc2ccccc2)cc1OC	-1.6%	-1.7%	-4.6%	6.4%	0.2%	-0.3%	-0.9	47	-0.2%	0.4%
CCCCNC(=O)NS(=O)(=O)c1cnccc1Sc1ccc(Cl)cc1	4.0%	8.6%	/	-6.6%	0.2%	2.3%	-0.2	44	0.2%	0.1%
COc1ccc(/C(C)=N/NC(=O)Cn2nc([N+](=O)[O-])cc2C)cc1	-2.3%	5.1%	11.0%	25.1%	-0.1%	-2.2%	-0.2	44	0.0%	1.4%
CC(=O)Nc1ccc(OCc2nnc(-c3ccc(Cl)cc3)o2)cc1	-11.9%	-8.2%	-6.4%	1.3%	-0.2%	0.9%	0.5	42	-0.3%	3.4%
O=C(Cn1ccc2cc(S(=O)(=O)N3CCCC3)ccc21)NCc1ccccc1	7.7%	-4.1%	6.6%	5.5%	0.0%	-0.9%	0.7	61	0.3%	3.7%
O=C(NCc1cccc(F)c1)c1cccc(OC2CCN(C(=O)C3CC3)CC2)c1	-2.2%	11.3%	4.0%	47.3%	-0.1%	-1.4%	0.0	62	0.2%	-1.1%
CC(=O)Oc1ccc(-c2cccc(C(=O)N3CCCCC3)c2)cc1	-8.5%	7.7%	4.8%	-0.3%	0.1%	-0.3%	0.9	70	-0.2%	6.9%	Dengue-2 NS5 capping pilot replicate=1.2
COC(=O)CC1=C(C(=O)OC)C(c2cccc(OCC(N)=O)c2)C(C#N)=C(N)O1 (configuration not stated)	16.7%	2.0%	-16.4%	1.6%	1.4%	4.2%	0.8	65	0.3%	-2.6%
O=S(=O)(CCN1CCOCC1)c1ccccc1	4.6%	-7.3%	-0.1%	9.1%	-0.2%[50 µM]	-1.0%	/	/	0.6%	3.2%
COC(=O)c1c(NC(C)=O)sc(C(=O)Nc2ccccc2C)c1C	20.0%	5.3%	-5.9%	13.2%	0.0%	-0.4%	1.9	95	0.2%	-2.8%
CCCCn1cc([N+](=O)[O-])nc1C	-7.7%	4.9%	15.6%	5.1%	0.3%	-1.4%	-0.6	51	0.3%	1.1%
CC(=O)Nc1ccc(S(=O)(=O)N2CCSC2c2ccccc2Cl)cc1 (configuration not stated)	-0.8%	6.7%	0.2%	15.4%	-1.4%	-1.0%	-1.1	48	-0.1%	0.1%
CC1CN(C(=O)CSc2nnc(CNC(=O)c3ccc(S(=O)(=O)N(C)C)cc3)o2)CC(C)O1 (configuration not stated)	-7.4%	-4.5%	4.5%	9.6%	-0.1%	0.6%	0.3	69	0.0%	6.2%
CCCCN(Cc1cccs1)S(=O)(=O)c1csc(C(N)=O)c1	-18.7%	-8.5%	0.7%	-7.2%	0.1%	-0.9%	3.9	35	0.3%	0.6%
CS(=O)(=O)N1CCN(CC(=O)NC2CCCCC2)CC1	5.5%	-11.2%	-3.4%	-3.6%	0.8%	0.1%	-1.6	42	-0.1%	0.3%
Cc1nn(-c2ccccc2)c(N)c1Sc1ccc([N+](=O)[O-])cc1	-6.5%	-15.1%	-1.4%	6.1%	4.7%	-0.9%	-0.2	40	-0.1%	-3.6%
O=C(CN1C(=O)NC(Cc2ccccc2)C1=O)Nc1ccccc1 (configuration not stated)	-2.8%	4.2%	8.0%	1.5%	1.2%	1.5%	-0.2	44	-0.1%	2.7%
CN1C(=O)N(C)c2ccc(C=O)c3cccc1c23	17.6%	3.7%	15.9%	7.5%	-0.3%	26.8%	3.3	27	0.8%	10.8%
O=C(N=C1c2ccccc2CN1c1cccc(Cl)c1)c1cccnc1	2.7%	4.2%	2.5%	6.2%	-0.2%	-1.5%	-0.6	94	0.3%	20.0%
CC1CCC(Nc2nnnn2-c2ccccc2)CC1 (configuration not stated)	3.1%	7.8%	20.7%	-4.3%	-0.6%	1.0%	1.7	41	-0.1%	7.1%
Cn1c(/C=C/c2ccccc2)nc2ccccc2c1=O	-4.5%	-14.9%	-8.6%	13.6%	0.2%	-1.4%	1.9	83	0.0%	-3.4%
Cc1ccc(-n2nnnc2SCC(=O)c2ccc3c(c2)NC(=O)CO3)c(C)c1	-0.8%	-10.2%	0.9%	-10.9%	5.7%	-2.7%	0.2	67	-0.1%	0.1%
CCN=c1sc(C(=O)NCCc2ccccc2)cc(=O)n1CC	-7.2%	-10.9%	6.1%	-8.1%	-0.2%	1.4%	0.8	71	-0.1%	0.0%
COC(=O)c1ccc(NC(=O)c2cc[n+]([O-])cc2)cc1	0.4%	-0.3%	19.0%	8.8%	-1.2%	-1.5%	0.0	63	-0.1%	7.4%
O=C(NCc1cccnc1)c1cccc(Cl)c1	-8.9%	5.4%	20.8%	4.5%	1.2%	-0.1%	-1.7	60	0.0%	2.6%
O=S1(=O)N=C(N2CCN(c3ccc(F)cc3)CC2)c2ccccc21	-9.7%	16.1%	15.5%	-6.6%	-0.6%	-1.1%	-1.1	63	-0.1%	-0.4%
O=[N+]([O-])c1cc(Br)c(OCc2nnc(-c3ccccc3)o2)c(Br)c1	/	0.1%	1.1%	5.0%	2.4%	-1.2%	5.4	73	-0.2%	6.4%

Screening results (PubChem BioAssay)
